3CLpro inhibitor: SARS-CoV 3CLpro protease inhibition; inhibition, % at 6 µM; P0C6X7; recombinant SARS-CoV 3CLpro, quenched FRET peptide cleavage; 290,000 tested, 0.14% active; in the data active = inhibition above about 12%
Vc quorum ag: quorum light induction in luxS cqsA deficient V. cholerae | AID 588436 | V. cholerae BH1578 lux reporter, luminescence, 6 h | 350,000 tested, 0.16% active | activation, % at 18.7 µM; in the data active = activation mostly above about 9.7%, no sharp cut-off; note: not every result past the cut was called active; inactives centre near 0; reference of the scale not given here
VHR inh abs: DUSP3 (human) phosphatase inhibition | P51452 | recombinant VHR phosphatase, pNPP absorbance | inhibition, % at 13.3 µM | 290,000 tested, 0.52% active; in the data active = inhibition above about 50%; note: some compounds called inactive have numbers as strong as hits
Target sequence (P51452 whole entry, looked up): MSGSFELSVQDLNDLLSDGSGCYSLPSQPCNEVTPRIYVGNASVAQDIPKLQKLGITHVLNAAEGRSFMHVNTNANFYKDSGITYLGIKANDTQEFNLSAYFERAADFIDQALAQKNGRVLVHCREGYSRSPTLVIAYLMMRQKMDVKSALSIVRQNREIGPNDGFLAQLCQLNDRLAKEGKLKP
MazF activator: increases E. coli MazEF RNase cleavage of RNA; P0AE70; FAM/BHQ RNA-DNA oligo cleavage fluorescence, 5 h; activation, % at 20 µM; 350,000 tested, 0.32% active; AID 504720; in the data active = activation above about 50%
Target sequence (P0AE70 whole entry, looked up): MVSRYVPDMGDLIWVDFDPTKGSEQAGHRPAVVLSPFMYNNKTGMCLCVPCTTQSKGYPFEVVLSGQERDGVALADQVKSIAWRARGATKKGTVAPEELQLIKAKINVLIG
SSB-PriA inh: K. pneumoniae PriA-SSBct interaction inhibition | AlphaScreen SSBct-PriA binding, biotinylated peptide | 430,000 tested, 0.6% active | AID 1272365 | inhibition, % at 33 µM; in the data active = inhibition mostly above about 37%, no sharp cut-off; inactive = mostly below about 20%;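 note: plate controls were negative control peptide for no effect and reference peptide for full effect; strong numbers were not always called active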
PrPC TRFRET: inhibitors of human cell surface prion protein PrPC; P04156; TR-FRET read-out; inhibition, % at 13.8 µM; 370,000 tested, 0.43% active; AID 720596; in the data active = inhibition above about 24%; note: 0% = median of the test wells and 100% = reference compound wells
CCHF vOTU inh: CCHFV vOTU protease inhibition | Pep-AMC fluorescence | 370,000 tested, 0.55% active | inhibition, % at 11.5 µM; in the data active = inhibition above about 30%; note: 0% = vehicle wells with enzyme and 100% = no enzyme wells
TcdB inh: inhibitors of Clostridioides difficile toxin B glycohydrolase; TcdB glycohydrolase enzymatic assay, plate reader; inhibition, % at 9.99 µM; 350,000 tested, 0.24% active; P18177; in the data active = inhibition above about 10%
Rv3671c protease: inhibits the M. tuberculosis serine protease Rv3671c | AID 2606 | inhibition, % at 5.96 µM | 320,000 tested, 0.048% active; in the data active = inhibition above about 38%;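 note: extracellular domain of Rv3671c used as enzyme; 0% = enzyme with DMSO and 100% = no enzyme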
Target sequence (P9WHR9 whole entry, looked up, the tested form may be a part): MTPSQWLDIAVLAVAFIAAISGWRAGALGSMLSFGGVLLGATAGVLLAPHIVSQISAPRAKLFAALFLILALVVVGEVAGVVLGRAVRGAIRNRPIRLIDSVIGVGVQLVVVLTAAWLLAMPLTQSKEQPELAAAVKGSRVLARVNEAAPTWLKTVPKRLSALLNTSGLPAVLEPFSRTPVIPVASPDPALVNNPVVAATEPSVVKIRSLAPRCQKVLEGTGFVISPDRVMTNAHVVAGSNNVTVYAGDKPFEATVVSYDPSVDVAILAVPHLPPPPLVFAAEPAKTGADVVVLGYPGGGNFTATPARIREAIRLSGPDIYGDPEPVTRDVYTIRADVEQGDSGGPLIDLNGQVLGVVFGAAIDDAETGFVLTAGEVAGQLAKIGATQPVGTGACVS
Yp Topo-I inh: inhibitors of Yersinia pestis topoisomerase I. AID 504884. 360,000 tested, 0.064% active. Y. pestis Topo-I cleavage product accumulation, plate reader. activity, % at 10 µM; in the data active = activity above about 50%, passing the limit was not always enough; note: inactives centre near 2
Starred values were filed as active, the others as inactive; i = inactive; x = no result given. Some of the compounds tested; the hit share may differ from the screen's.

Under each structure – 3CLpro inhibitor	Vc quorum ag	VHR inh abs	MazF activator	SSB-PriA inh	PrPC TRFRET	CCHF vOTU inh	TcdB inh	Rv3671c protease	Yp Topo-I inh
Cc1ccc(S(=O)(=O)Nc2cccc(-c3ccc(N4CCCCCC4)nn3)c2)cc1C
→ 4	i	11	-15	11	14	17	0.7	-93	2
Cc1ccc(C(C)NC(=O)c2cccs2)cc1C (stereo unspecified)
→ x	-0.4	x	14	-8	1	-10	1.7	1	-8
COc1ccc(OCc2cc(C(=O)N3C[C@H]4CC[C@H]3C4)no2)c(Cl)c1
→ 5	1.1	20	1	-27	6	3	-0.3	-6	5
Cc1cccc(Cc2nc3ccccc3[nH]2)c1
→ x	i	x	6	-11	-4	9	0.0	x	7
COC(=O)[C@@H](NS(=O)(=O)c1cc(Br)ccc1Br)C(C)C
→ x	-0.6	x	9	x	-4	9	1.2	x	-9
Cc1ccc(C)c(S(=O)(=O)N(C(=O)c2ccncc2)c2ccc(OC(=O)c3ccncc3)cc2)c1
→ 3	-1.4	22	4	-14	1	1	2.4	6	27
Cn1c(=O)oc2cc(S(=O)(=O)NCC3CCCO3)ccc21 (stereo unspecified)
→ 5	x	x	2	-9	-3	-2	x	-10	-5
CC(CNC(=O)CC(C)(C)C)NC(=O)CC(C)(C)C (stereo unspecified)
→ -2	-0.4	-14	1	-2	2	19	x	-13	4
CCOc1ccc(-c2nnn(CC(=O)c3ccc4c(c3)OCCO4)n2)cc1OCC
→ -5	i	12	-6	-9	0	-12	-0.1	-19	17
COc1ccc([N+](=O)[O-])cc1C(=O)NCCOc1ccc(Cl)cc1
→ 4	1.2	10	0	-4	-13	-11	0.3	5	3
O=C(CSc1nnc(Cc2ccccc2)n1Cc1ccco1)NC12CC3CC(CC(C3)C1)C2
→ 0	-1.8	-22	2	7	7	4	x	5	18
CCOc1ccccc1C1C(C(=O)OC)=CN(C)C=C1C(=O)OC
→ -2	i	7	6	-22	0	-205	x	-10	-4
CCCc1nc2oc3c(NCCCN(C)C)ncnc3c2c2c1CCCC2
→ 0	-0.7	22	22	2	-11	0	3.5	0	-8
CCCCOc1ccc(CSC2=NCCN2)cc1[N+](=O)[O-]
→ 4	i	-10	-9	-23	1	-2	1.1	2	-9
COc1cccc(CC(=O)OCC(=O)N(C)CC(=O)Nc2ccccc2Cl)c1
→ x	i	x	6	4	3	-1	1.0	-6	7
CN(C(=O)CCNC(=O)Cn1cnc2ccccc2c1=O)c1ccc(Br)cc1
→ -9	-0.3	22	-16	-2	-9	23	-1.1	1	6
COc1ccc(C(NC(=O)C(C)C)c2c(O)ccc3ccccc23)cc1OC (stereo unspecified)
→ -2	-0.4	-2	-1	-2	-4	-6	x	0	-1
Cc1c(NC(=O)CSc2ccccc2Cl)c(=O)n(-c2ccccc2)n1C
→ 4	-0.5	11	2	-14	7	11	-0.6	-4	-3
O=C(N/C(=C\c1cccnc1)C(=O)N1CCOCC1)c1cccc(Br)c1
→ 7	-0.7	21	-1	-1	-4	-7	x	0	-2
Cc1nn(C/C(C#N)=N\O)c(C)[n+]1N
→ 0	i	22	7	x	-1	-11	x	-5	4
Cn1c(CN2CCN(CCO)CC2)c(C#N)c2ccccc21
→ -3	0.4	14	10	-2	-1	-5	0.3	-3	-17
COC(=O)c1ccc(NC(=O)COC(=O)C2CC(=O)N(Cc3ccccc3)C2)cc1 (stereo unspecified)
→ 3	-0.2	32	5	-18	6	0	4.0	1	8
Cc1cc(=O)oc(C)c1C(=O)NCc1c(F)cc(F)cc1F
→ -3	i	17	-1	-5	-4	-9	x	5	1
Cn1c(=O)c2c([nH]c(=O)n2C)n(C)c1=O
→ 1	-0.1	12	-1	3	7	8	x	2	9
CCOC(=O)c1sc(-c2ccccc2)cc1NC(=O)Nc1ccc([N+](=O)[O-])cc1
→ 3	-0.2	3	6	-11	3	5	0.0	-15	5
Cc1cc(S(=O)(=O)N2CCN(c3c(C)cccc3C)CC2)ccc1F
→ 4	-0.3	-14	-6	-24	6	3	x	-1	42
NC(=O)c1nsc(C(=O)N(c2ccccc2F)C(C(=O)NCc2ccccc2)c2ccc(O)cc2)c1N (stereo unspecified)
→ 2	2.6	-3	0	16	15	-58	-0.4	-41	7
Cc1ccc(NC(=O)c2ccccc2-c2ccccc2C(=O)O)cc1C
→ 2	-0.6	21	-4	-5	-4	1	-1.7	1	-3
O=C(Nc1cc(Sc2ccccn2)cc([N+](=O)[O-])c1)c1ccc(Cl)cc1
→ 4	-0.4	33	17	5	0	4	x	-51	-4
COc1cc(C(=O)Nc2sc3c(c2C(=O)O)CCC3)cc(OC)c1OC
→ 8	-0.5	-6	2	3	-10	2	2.1	0	6
CC1Nc2ncnc(N3CCN(c4ccccc4)CC3)c2N(Cc2ccccc2)C1=O (stereo unspecified)
→ x	i	x	5	-1	-2	-1	0.0	-4	10
Cc1ccc(-n2ncc3c2CCCC3NC(=O)CCn2ccnc2C)cc1C (stereo unspecified)
→ -5	-0.7	14	0	1	2	1	1.0	-9	-1
CCn1cc(C(=O)NCCCO)c(=O)c2cc(F)c(N3CCN(C)CC3)cc21
→ -2	i	-10	-1	-13	-1	-20	-0.4	1	-4
CC1CCN(C(=O)c2ncn(C)c2C(=O)N2CCC(C)CC2)CC1
→ x	-0.5	x	3	1	-3	16	1.2	2	1
CC(=O)c1ccc(-c2cnc3c(NC=O)cc(-c4cccc(C(=O)N(C)C)c4)cn23)cc1
→ x	i	x	x	x	-19	11	2.6	x	14
Cc1cc(NC(=O)CSc2nc3cc(C)c(C)cc3cc2C)no1
→ 2	-0.3	36	-42	11	-4	-17	0.7	-2	-2
CC(C)Cc1ccc(C(C)C(=O)OCC(=O)c2c[nH]c3ccccc23)cc1 (stereo unspecified)
→ 5	-3.3	-24	-23	-38	-6	5	x	-79	3
Fc1ccc(C2N(c3ccccc3)C(=S)N3CCCN23)cc1 (stereo unspecified)
→ -8	-0.4	-5	1	-9	4	10	-6.9	5	-4
CCOc1cc(NC(=O)C2CCCCC2)c(OCC)cc1NC(=O)c1ccccn1
→ -5	i	33	0	-2	6	4	0.7	2	4
Cc1ccc(C)c(-n2nnnc2Sc2nnnn2-c2ccccc2)c1
→ -3	i	x	-4	-13	-3	5	x	3	5

Single records, from the list above. Order of values: 3CLpro inhibitor | Vc quorum ag | VHR inh abs | MazF activator | SSB-PriA inh | PrPC TRFRET | CCHF vOTU inh | TcdB inh | Rv3671c protease | Yp Topo-I inh
Listed for `COC(=O)c1ccc(NC(=O)COC(=O)C2CC(=O)N(Cc3ccccc3)C2)cc1` (stereo unspecified) → 3 | -0.2 | 32 | 5 | -18 | 6 | 0 | 4.0 | 1 | 8
Listed for `COc1cc(C(=O)Nc2sc3c(c2C(=O)O)CCC3)cc(OC)c1OC` → 8 | -0.5 | -6 | 2 | 3 | -10 | 2 | 2.1 | 0 | 6

Additional results.
Under each structure – 3CLpro inhibitor	Vc quorum ag	VHR inh abs	MazF activator	SSB-PriA inh	PrPC TRFRET	CCHF vOTU inh	TcdB inh	Rv3671c protease	Yp Topo-I inh
COC(=O)CSc1nnc(-c2ccccc2OC)o1
→ -1	i	-9	2	-13	0	-5	x	4	-4
COc1ccc(-n2nc3c(c2NC(=O)COc2cccc(OC)c2)CS(=O)(=O)C3)cc1
→ -3	i	24	9	-9	-1	9	-0.2	0	9
CCOC(=O)N1CCN(CC(=O)N2CCC(C(N)=O)CC2)CC1
→ 2	i	16	3	-7	-3	-4	1.3	2	10
Cc1ccc(-n2nnnc2SCC(=O)NNC(=O)c2ccco2)c(C)c1
→ 0	i	25	-4	-11	-3	2	0.9	-10	1
Cc1ccc(NC(=O)CSc2n[nH]c(C)c2[N+](=O)[O-])cc1
→ 5	-0.7	-10	1	-16	6	-6	x	-2	-6
O=C(CSc1ncn(-c2ccccc2)n1)Nc1nc(-c2ccccc2)cs1
→ 4	i	-5	-6	-15	7	3	x	-15	-4
O=C(NCCN1CCOCC1)c1ccc(=O)n(Cc2ccc(Cl)cc2)c1
→ 3	i	9	10	0	6	-10	1.2	-1	2
COc1cc(C(=O)NCC2CCCO2)ccc1OCc1c(C)noc1C (stereo unspecified)
→ -3	-0.3	15	5	8	3	6	x	2	-3
NC(=O)c1ccc(Cn2c(C(=O)c3ccc(Cl)cc3)c3ccccc3[n+]2[O-])cc1
→ x	-0.6	x	4	2	-12	0	-1.2	-17	48
O=C(CSCCOc1ccccc1)NCc1ccncc1
→ -1	-0.3	40	-2	-12	-6	-18	1.0	-10	2
CCOC(=O)c1cnn(CCOC(=O)c2ccccc2)c1NC(=O)c1ccccc1
→ -2	-0.4	-11	2	-9	0	-13	x	-8	-1
CCOC(=O)N1CCN(C(=O)CSCc2ccccc2)CC1
→ 3	-0.3	-5	-2	-11	-3	-4	x	-2	-4
CCOc1ccccc1CN1CCN(Cc2ccc3cc(F)ccc3n2)CC1CCO (stereo unspecified)
→ 3	i	6	1	-2	-13	-5	1.2	x	12
CCCc1cc(=O)oc2cc(OCC(=O)NCc3ccccn3)ccc12
→ -1	-2.6	-9	2	-1	4	6	0.4	-4	12
Cc1ccc(COC(=O)c2cc(S(=O)(=O)N3CCOCC3)ccc2C)cc1
→ x	-2.7	x	1	-3	13	18	0.6	-3	45
Cc1cccc(C(=O)NCc2ccc(S(N)(=O)=O)cc2)c1[N+](=O)[O-]
→ 2	-0.3	8	-4	1	3	-4	x	-4	-2
COc1ccc(/C=C/C(=O)Nc2cc(C)on2)cc1
→ 2	-0.4	10	4	-1	7	0	-2.9	-7	0
O=C(O)CCCNC(=O)/C(=C\c1ccc(Cl)cc1)NC(=O)c1ccccc1Br
→ 6	-0.3	8	1	-12	5	2	0.9	-2	-4
COc1cc2ccccc2cc1C(=O)Nc1ccc(O)cc1
→ 6	-0.6	21	-1	2	3	1	1.2	-2	2
Cn1ncc(N=Cc2ccc([N+](=O)[O-])cc2)c1C(=O)N1CCOCC1
→ -4	-0.4	2	2	-1	8	-12	x	-5	4
O=C(NCCc1ccccc1)C1CCCN(S(=O)(=O)c2cccnc2)C1 (stereo unspecified)
→ 0	i	-18	1	-7	7	16	x	-2	-7
O=C(NCCc1ccc(F)cc1)c1cccc(NC(=O)c2ccccc2)c1
→ 0	2.3	34	2	-11	7	11	0.8	-48	8
COc1ccc(S(=O)(=O)NCCc2csc(C)n2)cc1C
→ 0	i	11	10	-22	-2	-2	x	-3	1
CCCN1C(=O)c2ccccc2NC1c1ccc(OC)c(CSc2ccccn2)c1 (stereo unspecified)
→ -2	0.2	13	-8	-16	-6	-55	-0.4	-10	13
Cc1c(C(=O)N2CCN(c3ccccc3)CC2)oc2c(Cl)cccc12
→ x	-0.8	x	0	-10	-3	5	0.3	2	17
